# Screening data from PubChem.
# PriA SSB inh: inhibitors of Klebsiella pneumoniae PriA binding to SSB C-terminal tail. AlphaScreen SSBct-PriA binding, biotinylated peptide. inhibition, % at 33 µM. 430,000 compounds, 0.6% hits. AID 1272365; in the data active = inhibition mostly above about 37%, no sharp cut-off; inactive = mostly below about 20%;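 also: plate controls were negative control peptide for no effect and reference peptide for full effect; strong numbers were not always called active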
# BoNT F protease: BoNT F light chain protease inhibition; inhibition, % at 10 µM; Multiplex microsphere protease cleavage assay, flow cytometry; 360,000 compounds, 0.22% hits; in the data active = inhibition above about 35%, passing the limit was not always enough; inconclusive = no clear call, values can overlap the other calls; also: plate controls were buffer without enzyme for full effect and enzyme alone for no effect
# CCHF vOTU inh: blocks the CCHF virus ovarian tumor domain protease. CCHFV vOTU protease, Pep-AMC fluorescence. inhibition, % at 11.5 µM. 370,000 compounds, 0.55% hits; in the data active = inhibition above about 30%; also: 0% = vehicle wells with enzyme and 100% = no enzyme wells
# SARS 3CLpro inh: SARS-CoV 3CLpro protease inhibition; P0C6X7; recombinant SARS-CoV 3CLpro, quenched FRET peptide cleavage; inhibition, % at 6 µM; 290,000 compounds, 0.14% hits; in the data active = inhibition above about 12%
# Anthrax LF inh2: blocks Bacillus anthracis lethal factor protease | multiplex microsphere protease cleavage assay, LF | inhibition, % at 10 µM | 360,000 compounds, 0.12% hits; also: plate controls were buffer without enzyme for full effect and enzyme alone for no effect
# Target sequence (P15917 whole entry, looked up): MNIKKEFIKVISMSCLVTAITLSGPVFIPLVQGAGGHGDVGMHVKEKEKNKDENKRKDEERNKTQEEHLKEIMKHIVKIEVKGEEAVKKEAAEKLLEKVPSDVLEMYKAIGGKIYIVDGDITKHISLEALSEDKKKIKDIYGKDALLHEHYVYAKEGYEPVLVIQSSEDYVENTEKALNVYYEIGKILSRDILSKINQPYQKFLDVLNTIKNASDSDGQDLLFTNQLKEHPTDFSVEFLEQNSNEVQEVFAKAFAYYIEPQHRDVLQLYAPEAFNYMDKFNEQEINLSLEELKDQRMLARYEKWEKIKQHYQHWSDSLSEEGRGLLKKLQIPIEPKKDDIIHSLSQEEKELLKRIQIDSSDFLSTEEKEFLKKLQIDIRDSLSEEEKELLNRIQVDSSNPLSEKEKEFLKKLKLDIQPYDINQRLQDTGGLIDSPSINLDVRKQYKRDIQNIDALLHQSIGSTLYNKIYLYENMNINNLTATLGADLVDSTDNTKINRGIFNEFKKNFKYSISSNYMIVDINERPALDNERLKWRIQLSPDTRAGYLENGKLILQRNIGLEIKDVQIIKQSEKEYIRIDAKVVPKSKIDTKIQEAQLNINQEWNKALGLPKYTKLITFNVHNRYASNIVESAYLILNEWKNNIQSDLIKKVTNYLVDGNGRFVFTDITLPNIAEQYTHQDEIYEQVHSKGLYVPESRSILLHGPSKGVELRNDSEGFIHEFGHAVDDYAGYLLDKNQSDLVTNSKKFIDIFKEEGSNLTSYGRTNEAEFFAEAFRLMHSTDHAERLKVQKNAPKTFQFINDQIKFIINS
# PrPC TRFRET: cell surface PrPC inhibition, primary TR-FRET screen. 370,000 compounds, 0.43% hits. inhibition, % at 13.8 µM. P04156. TR-FRET read-out; in the data active = inhibition above about 24%; also: 0% = median of the test wells and 100% = reference compound wells
# Rv3671c inh: Rv3671c (M. tuberculosis) protease inhibition | inhibition, % at 5.96 µM | AID 2606 | P9WHR9 | 320,000 compounds, 0.048% hits; in the data active = inhibition above about 38%;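 also: extracellular domain of Rv3671c used as enzyme; 0% = enzyme with DMSO and 100% = no enzyme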
# BoNT-A LC inh2: blocks Botulinum neurotoxin A light chain protease. inhibition, % at 10 µM. multiplex microsphere protease substrate cleavage, flow cytometry. AID 588499. 360,000 compounds, 0.17% hits; also: plate controls were buffer without enzyme for full effect and enzyme alone for no effect
# MazF activator: MazEF (E. coli) toxin RNase activation. FAM/BHQ RNA-DNA oligo cleavage fluorescence, 5 h. activation, % at 20 µM. 350,000 compounds, 0.32% hits; in the data active = activation above about 50%
# Target sequence (P0AE70 whole entry, looked up): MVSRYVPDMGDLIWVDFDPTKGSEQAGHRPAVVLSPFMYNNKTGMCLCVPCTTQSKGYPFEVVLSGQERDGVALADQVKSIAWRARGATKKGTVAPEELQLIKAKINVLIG
# VHR inh abs: DUSP3 (human) phosphatase inhibition; inhibition, % at 13.3 µM; recombinant VHR phosphatase, pNPP absorbance; AID 1654; 290,000 compounds, 0.52% hits; P51452; in the data active = inhibition above about 50%; also: some compounds called inactive have numbers as strong as hits
# Target sequence (P51452 whole entry, looked up): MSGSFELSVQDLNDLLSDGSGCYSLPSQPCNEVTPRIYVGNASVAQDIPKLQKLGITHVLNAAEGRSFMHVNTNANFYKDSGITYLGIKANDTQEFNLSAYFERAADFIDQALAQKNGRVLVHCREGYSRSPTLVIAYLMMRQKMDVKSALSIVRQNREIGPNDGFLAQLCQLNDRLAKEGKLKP
# * = called active by the depositor; i = inactive; u = inconclusive; x = no result given. Rule as the data show it, unless noted: active = inhibition above about 30%; inconclusive = no clear call, values can overlap the other calls; inactive = below that. An excerpt (hit frequency here may not be typical).
SMILES,PriA SSB inh,BoNT F protease,CCHF vOTU inh,SARS 3CLpro inh,Anthrax LF inh2,PrPC TRFRET,Rv3671c inh,BoNT-A LC inh2,MazF activator,VHR inh abs
O=C(O)CS(=O)(=O)CC(=O)NCc1cccc(C(F)(F)F)c1,-12,50*,-1,-7,2,-1,2,4.2,-4,3
C=CCN1C(C(=O)c2ccccc2)=C(OC(=O)COc2ccccc2)c2ccccc2S1(=O)=O,-3,0,-4,4,-2,-3,-3,0.5,6,-2
CCOC(=O)C(=O)Nc1nc(-c2ccc3c(c2)CCN3C(=O)C2CC2)c(C)s1,-3,3,8,-3,8,-1,-8,-0.7,4,-3
CCc1nc2ccc(C(=O)Nc3ccc(OC)c(OC)c3)cn2c1N(CC)Cc1cccc(Br)c1,x,-3,21,x,-1,13,x,-0.6,x,x
CCOC(=O)c1cccc(NC(=O)CCn2nnc3ccccc32)c1,-13,-5,16,-3,-8,-7,-6,0.1,3,-15
COc1cc(O)c2c(c1)OC(c1ccc(O)cc1)CC2=O (centres undefined),-8,-8,2,1,-6,6,-5,0.2,-1,21
COc1ccc(Cl)c2sc(N(CCN(C)C)C(=O)C3=COCCO3)nc12,-9,2,-10,x,2,1,x,1.8,7,x
Cc1onc(-c2ccccc2Cl)c1C(=O)NC(=S)NCc1cccnc1,-3,-1,6,-6,-2,1,-2,-0.3,-2,11
CCC(=O)N1CCN(c2ccc(Cl)cc2NC(=O)c2ccc(Br)o2)CC1,-9,1,-6,1,1,5,7,1.9,-5,x
CCOc1cc(C(=O)NC(CC(=O)O)c2ccc(OC3CCCC3)cc2)cc(OCC)c1OCC (centres undefined),-2,-31,7,5,3,-5,4,-0.2,6,20
COc1cc(NC(=S)NC2CC(C)(C)NC(C)(C)C2)cc(OC)c1,-3,0,8,6,-1,-3,4,-1.5,4,44
COc1cc(S(=O)(=O)NC2CCCC2)c(OC)cc1Cl,-10,3,0,4,1,10,-1,0.5,3,4
O=c1/c(=C/c2ccc(O)cc2)sc2n1CCCN=2,x,-4,10,6,-1,-13,2,0.6,1,15
COc1ccccc1N1CCN(C(=O)c2ccc3nc(-c4ccco4)c(-c4ccco4)nc3c2)CC1,18,3,4,-4,-1,-14,2,4.1,5,27
Nc1ccc(Sc2nnnn2-c2ccccc2)c(Cl)c1,1,-5,8,0,4,2,-1,-0.1,10,4
O=C(CNC(=O)c1ccccc1F)NCc1ccncc1,1,-1,-9,x,-3,-1,0,-0.1,-1,x
O=C1NC(=S)SC1=Cc1ccc2c(c1)OCO2,-2,1,2,x,-5,-1,x,-0.1,-1,x
CC1CCN(C(=O)COC(=O)c2ccc(=O)n(Cc3ccccc3)n2)CC1,0,0,14,x,4,-4,-5,0.4,5,x
COc1cc(-c2cnc3c(NC=O)cc(-c4cccc(C(F)(F)F)c4)cn23)cc(OC)c1OC,x,-2,9,x,-8,-4,x,0.0,x,x
CCOC(=O)[C@]12CCC=C1N(CCC1=CCCCC1)C(=O)[C@H](CC(=O)NCc1cccc(C(F)(F)F)c1)C2,x,-7,20,x,-3,-5,x,0.0,x,x
CCc1cc(=O)oc2c3c(cc(OCC(=O)NCCCCCC(=O)O)c12)OC(C)(C)CC3,-7,20,-221,2,12,-1,6,0.8,4,-24
O=C(CCn1c(=O)oc2cc(Cl)ccc21)Nc1ccc(O)cc1,-2,-15,-14,-1,7,7,8,-2.6,-9,2
CN1CCc2c(sc(/N=C/c3cc(Cl)ccc3O)c2C#N)C1,x,-19,-9,4,-3,-8,-11,0.8,-10,9
COCCNC(=O)CCCn1c(=O)c2cc(OC)c(OC)cc2n(CC(=O)c2ccc(Cl)cc2)c1=O,x,x,-12,-1,x,-1,6,x,x,3
COc1ccc(C(=S)N2CCOCC2)cc1OC(=O)c1ccc(C)cc1,23,3,-12,3,-1,-2,4,-1.9,2,30
# More results follow.
SMILES,PriA SSB inh,BoNT F protease,CCHF vOTU inh,SARS 3CLpro inh,Anthrax LF inh2,PrPC TRFRET,Rv3671c inh,BoNT-A LC inh2,MazF activator,VHR inh abs
CCc1ccccc1S(=O)(=O)Cc1ccc(C(=O)NCCc2ccccc2)o1,-6,4,1,0,2,14,-6,1.4,11,-4
O=C(NC1CCCC1)C1C2C=CC(C2)C1C(=O)N1CCOCC1 (centres undefined),-13,3,-13,-1,-2,2,6,u,7,42
CCCC(=O)OCC(=O)Nc1ccc2c(c1)OCO2,-4,-8,2,7,-7,-1,4,0.9,7,2
COc1cc(Cl)cc(C#N)c1OCC(=O)O,0,3,5,0,-2,-3,-3,-0.4,-1,11
CCOC(=O)Cc1csc(NC(=O)c2ccc(Br)s2)n1,-9,x,x,2,x,x,-1,x,x,-4
Cc1cc(C(=O)NCC(=O)OC(C(=O)Nc2cc(C(F)(F)F)ccc2Cl)c2ccccc2)ccc1[N+](=O)[O-] (centres undefined),-2,-21,24,3,0,0,-79,-1.9,4,24
CCN(CC)c1ccc(/C=N/Nc2nc3ccccc3[nH]2)cc1,x,30,7,0,-1,37*,x,5.9,23,4
CC(C)C(=O)Nc1nnc(Cc2c[nH]c3ccccc23)s1,-3,u,-4,1,-18,7,8,-0.9,4,29
COCc1nnc(NC(=O)CCCCCN2C(=O)c3ccccc3C2=O)s1,-13,-8,-2,-4,-2,9,-13,-0.8,-8,-9
Cc1nn(Cc2ccc(Cl)cc2Cl)c(C)c1NC(=O)c1nc2n(n1)C(C(F)F)CC(C)N2 (centres undefined),1,1,9,7,0,-5,x,0.5,6,19
CC(=O)c1ccc(N2CCN(C(=O)CCS(=O)(=O)c3ccc(C)cc3)CC2)cc1,-12,5,11,-5,2,4,-6,0.1,-6,0
CC(=O)c1cccc(NC(=S)NC(=O)c2ccccc2Cl)c1,-11,-3,-7,-1,2,4,0,-0.6,1,-4
C[C@H]1CN([C@@H](C)CO)S(=O)(=O)c2ccc(Br)cc2O[C@@H]1CN(C)C(=O)Cc1cccnc1,x,-4,2,x,2,-5,x,-0.5,8,x
COc1cccc(CNC(=O)c2nnn(CC(=O)Nc3ccc4c(c3)OCO4)c2N)c1,-4,-6,-2,-2,-8,0,-1,0.7,8,2
Cc1cccc(C)c1NC(=S)N1CCC(c2ccccc2)C1 (centres undefined),-5,-10,-9,-3,0,6,-10,-2.0,1,25
Cc1c(C)c2ccc(OCC(=O)N3CCN(C(=O)C4COc5ccccc5O4)CC3)cc2oc1=O (centres undefined),-23,-1,-32,2,-2,-3,-7,-1.5,1,-6
O=C(N1CCOCC1)N1CCN(c2nc(-c3ccccc3)cs2)CC1,2,0,-9,1,2,7,x,0.6,-2,3
CC1CCN(CCc2nc3cc(NC(=O)COc4ccccc4)ccc3n2C)CC1,-2,7,14,0,7,-8,-2,3.6,9,43
COc1ccc(/C=N/NC(=O)C2c3ccccc3Oc3ccccc32)c(OC)c1,x,-4,7,-9,2,8,-3,0.6,2,6
CCc1nc2c(OCc3cccc(OC)c3)cccn2c1N(C)C(=O)c1ccccc1F,x,0,0,x,-3,3,x,0.4,x,x
COc1ccc(N2C(=O)C3CCCN3C2c2ccc(C)cc2)cc1Cl (centres undefined),-12,-1,2,5,3,-5,7,0.2,3,-13
COCCSc1ccccc1C(=O)Nc1ccc2c(c1)OCO2,-5,-4,12,3,-4,2,4,-1.1,6,18
Cc1ccc(C)c(OCCC(=O)OCc2csc(CC(=O)Nc3ccccc3C)n2)c1,-7,-5,2,x,-3,-3,x,-1.1,-10,x
Cc1cccc(S(=O)(=O)Nc2ccncc2)c1,6,0,5,-1,0,6,5,-0.9,12,-20
CC(COc1ccccc1)OC(=O)Nc1ccccc1 (centres undefined),-22,-4,6,x,-7,6,x,0.1,8,x

# Part of the list above, with two lines to a compound.
# Second line of a record – PriA SSB inh, BoNT F protease, CCHF vOTU inh, SARS 3CLpro inh, Anthrax LF inh2, PrPC TRFRET, Rv3671c inh, BoNT-A LC inh2, MazF activator, VHR inh abs
CC(C)C(=O)Nc1nnc(Cc2c[nH]c3ccccc23)s1
  -3, u, -4, 1, -18, 7, 8, -0.9, 4, 29
COCc1nnc(NC(=O)CCCCCN2C(=O)c3ccccc3C2=O)s1
  -13, -8, -2, -4, -2, 9, -13, -0.8, -8, -9
Cc1nn(Cc2ccc(Cl)cc2Cl)c(C)c1NC(=O)c1nc2n(n1)C(C(F)F)CC(C)N2 (centres undefined)
  1, 1, 9, 7, 0, -5, x, 0.5, 6, 19
CC(=O)c1ccc(N2CCN(C(=O)CCS(=O)(=O)c3ccc(C)cc3)CC2)cc1
  -12, 5, 11, -5, 2, 4, -6, 0.1, -6, 0
CC(=O)c1cccc(NC(=S)NC(=O)c2ccccc2Cl)c1
  -11, -3, -7, -1, 2, 4, 0, -0.6, 1, -4

# The list goes on.
SMILES,PriA SSB inh,BoNT F protease,CCHF vOTU inh,SARS 3CLpro inh,Anthrax LF inh2,PrPC TRFRET,Rv3671c inh,BoNT-A LC inh2,MazF activator,VHR inh abs
C/C(=N\NC(=O)c1cccc(S(=O)(=O)N2CCCC2)c1)c1ccncc1,x,-4,8,x,-5,5,5,-2.3,15,x
Fc1ccc(/C=C/c2nnc(-c3cccs3)o2)cc1,2,4,4,5,0,-14,-12,0.3,0,16
Cc1ccc(S(=O)(=O)Cc2sc3ccccc3[n+]2C)cc1,-8,-9,x,0,-2,x,-11,0.6,-1,16
Cc1cc(C)n2nc(SCC(=O)N/N=C/c3cccc(Br)c3)nc2n1,x,1,-5,0,5,-1,-7,0.5,-3,-18
O=S(=O)(Nc1ccccc1Cl)c1ccc(NS(=O)(=O)c2cccs2)cc1,-3,7,0,10,2,2,0,0.5,0,-22
O=c1[nH]c2cc3c(cc2cc1CN(Cc1ccc2c(c1)OCO2)Cc1nnnn1CC1CCCO1)OCO3 (centres undefined),-6,-6,-22,2,0,0,-8,-0.5,-2,26
O=C(CN1C(=O)c2ccccc2C1=O)OCC(=O)N1CCc2ccccc2C1,-2,2,8,-1,-8,-3,0,1.6,-5,-4
CC(C)c1cc(C(=O)Nc2ccc3c(c2)OCO3)no1,-10,-15,-3,4,-4,5,-5,0.1,3,-2
COc1ccc(CC(=O)Nc2oc(-c3ccccc3)c(-c3ccccc3)c2C#N)cc1OC,2,0,-2,1,0,-5,2,-0.1,-10,0
CC1(C)C2CCC13CS(=O)(=O)NC3C2 (centres undefined),-3,1,6,1,2,-4,9,0.2,11,13
CCOC(=O)Cc1csc(NC(=O)c2cc3c(s2)CCCC3)n1,-6,3,6,-1,-3,30*,-5,2.0,2,-7
c1cncc(-c2nc(-c3ccc4c(c3)OCCO4)cs2)c1,-8,4,-9,1,-7,-10,-12,-4.1,-5,74
COc1c(/C=N/NC(=O)c2ccncc2)c(CCN(C)C(C)=O)cc2c1OCO2,i,u,4,0,-15,-8,0,-1.4,-3,16
Nc1ccccc1N1CCOCC1,-16,-2,-3,3,-8,-2,-2,0.2,3,-14
O=C(C[n+]1ccc2c(c1)nnn2-c1ccccc1)c1ccc(Cl)cc1,6,u,1,1,-30,-5,6,-12,5,13
CCOC(=O)CSc1nnc(-c2ccc(S(=O)(=O)N3CCC(C)CC3)cc2)o1,-9,x,8,2,x,2,-5,x,-12,21
COc1cc(NC(=O)N2CCNC2=O)cc(C(=O)Nc2cccc(C(F)(F)F)c2)c1,-17,-11,4,x,-11,6,-33,-0.5,3,7
Cc1cccc(N2CCN(S(=O)(=O)c3ccc(S(=O)(=O)N4CCCC4)cc3)CC2)c1C,6,-13,-6,-2,0,5,2,-0.3,-1,16
Cc1ccc(-n2c(O)c(/C=N/c3ncn[nH]3)c3ccccc3c2=O)cc1,x,-5,-27,1,2,4,6,-0.1,-7,26
COc1cccc(CNC(=O)c2c[nH]n3c(=O)c(Cl)c(C)nc23)c1,3,-45,10,4,-6,3,15,-6.3,4,4
N=c1oc2cc(O)ccc2cc1C(=O)Nc1ccc(Cl)cc1,-9,10,-79,6,-5,0,7,2.3,-29,-36
CCOC(=O)C1CCN(C(=O)c2ccc3c(c2)OCO3)CC1,-10,2,5,-3,-1,0,5,2.0,2,2
Cc1ccc(-c2nc(N)n(S(C)(=O)=O)n2)cc1,-9,1,-1,2,-9,6,0,0.2,-5,18
Cc1cccc(NC(=O)CSc2nnc(C3CC3)n2CC2CCCO2)c1 (centres undefined),-1,0,3,-3,0,4,-1,0.1,-17,-12
